PHOSPHO1 block: PHOSPHO1 (human) inhibition | 1.1% of 290,000 active | recombinant PHOSPHO1, absorbance phosphatase assay | AID 1565 | Q8TCT1 | inhibition, % at 13.3 µM; in the data active = inhibition above about 60%
NALP1 inh: NALP1 inhibition; inhibition, % at 10 µM; S. cerevisiae NALP1/ASC/caspase-1 growth, X-gal OD620, 72 h; 0.61% of 280,000 active; AID 2071; in the data active = inhibition mostly above about 24%, no sharp cut-off; inactive = mostly below about 32%; note: some compounds called inactive have numbers as strong as hits
GPR7 antagonist: human neuropeptides B/W receptor 1 antagonism | 1.1% of 290,000 active | GPR7-expressing cells, fluorescence antagonist assay | inhibition, % at 4.4 µM; in the data active = inhibition above about 16%, passing the limit was not always enough;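 note: cells stimulated with the agonist NPW; 0% = agonist with vehicle and 100% = vehicle without agonist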
IDE cell activ: boosts human insulin-degrading enzyme activity in HEK cells. FAbeta-B cleavage, fluorescence polarization; 0% vehicle, 100% cell-free pure enzyme wells. P14735. activation, % at 5.96 µM. 0.073% of 340,000 active;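 active = activation above the mean of all tested compounds plus 3 SD, set per screening campaign, cut at about 17% in these data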
M18AAP inhibitor: PfM18AAP enzyme inhibition; recombinant PfM18AAP, H-Glu-NHMec fluorogenic cleavage; inhibition, % at 7.35 µM; 1.2% of 290,000 active;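 active = inhibition above the campaign mean inhibition over all tested compounds plus 3 SD, cut at about 28% in these data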;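 note: 0% = plate median of test compound wells and 100% = 2 mM ZnCl2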
IDE cell inh: inhibitors of human insulin-degrading enzyme in cells | 0.41% of 320,000 active | AID 434962 | HEK cells, FAbetaB cleavage, fluorescence polarization | P14735 | inhibition, % at 5.59 µM;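 active = percent inhibition above the average of all tested compounds plus 3 SD, set per screening campaign, cut at about 16% in these data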;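 note: IDE supplied by intact live HEK cells; FP after avidin binding of uncleaved biotin substrate so inhibition keeps polarization high; 0% = DMSO wells and 100% = 60 µM reference IDE inhibitor Ii1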
pCIP destab: lowers stability of the mouse p/CIP coactivator protein | Q05BA5 | 0.01% of 290,000 active | decrease of EGFP signal, % at 10 µM | AID 1984 | F442A p/CIP-EGFP cells, EGFP fluorescence, 16 h;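 active = EGFP signal decrease of at least 30% at 10 µM or well 3 SD below plate mean, unless failing retest; inactive = the rest, including hits failing retest or dose response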; note: some compounds called inactive have numbers as strong as hits; many of its hits are not listed in these tables
Target sequence (Q05BA5 1-1403): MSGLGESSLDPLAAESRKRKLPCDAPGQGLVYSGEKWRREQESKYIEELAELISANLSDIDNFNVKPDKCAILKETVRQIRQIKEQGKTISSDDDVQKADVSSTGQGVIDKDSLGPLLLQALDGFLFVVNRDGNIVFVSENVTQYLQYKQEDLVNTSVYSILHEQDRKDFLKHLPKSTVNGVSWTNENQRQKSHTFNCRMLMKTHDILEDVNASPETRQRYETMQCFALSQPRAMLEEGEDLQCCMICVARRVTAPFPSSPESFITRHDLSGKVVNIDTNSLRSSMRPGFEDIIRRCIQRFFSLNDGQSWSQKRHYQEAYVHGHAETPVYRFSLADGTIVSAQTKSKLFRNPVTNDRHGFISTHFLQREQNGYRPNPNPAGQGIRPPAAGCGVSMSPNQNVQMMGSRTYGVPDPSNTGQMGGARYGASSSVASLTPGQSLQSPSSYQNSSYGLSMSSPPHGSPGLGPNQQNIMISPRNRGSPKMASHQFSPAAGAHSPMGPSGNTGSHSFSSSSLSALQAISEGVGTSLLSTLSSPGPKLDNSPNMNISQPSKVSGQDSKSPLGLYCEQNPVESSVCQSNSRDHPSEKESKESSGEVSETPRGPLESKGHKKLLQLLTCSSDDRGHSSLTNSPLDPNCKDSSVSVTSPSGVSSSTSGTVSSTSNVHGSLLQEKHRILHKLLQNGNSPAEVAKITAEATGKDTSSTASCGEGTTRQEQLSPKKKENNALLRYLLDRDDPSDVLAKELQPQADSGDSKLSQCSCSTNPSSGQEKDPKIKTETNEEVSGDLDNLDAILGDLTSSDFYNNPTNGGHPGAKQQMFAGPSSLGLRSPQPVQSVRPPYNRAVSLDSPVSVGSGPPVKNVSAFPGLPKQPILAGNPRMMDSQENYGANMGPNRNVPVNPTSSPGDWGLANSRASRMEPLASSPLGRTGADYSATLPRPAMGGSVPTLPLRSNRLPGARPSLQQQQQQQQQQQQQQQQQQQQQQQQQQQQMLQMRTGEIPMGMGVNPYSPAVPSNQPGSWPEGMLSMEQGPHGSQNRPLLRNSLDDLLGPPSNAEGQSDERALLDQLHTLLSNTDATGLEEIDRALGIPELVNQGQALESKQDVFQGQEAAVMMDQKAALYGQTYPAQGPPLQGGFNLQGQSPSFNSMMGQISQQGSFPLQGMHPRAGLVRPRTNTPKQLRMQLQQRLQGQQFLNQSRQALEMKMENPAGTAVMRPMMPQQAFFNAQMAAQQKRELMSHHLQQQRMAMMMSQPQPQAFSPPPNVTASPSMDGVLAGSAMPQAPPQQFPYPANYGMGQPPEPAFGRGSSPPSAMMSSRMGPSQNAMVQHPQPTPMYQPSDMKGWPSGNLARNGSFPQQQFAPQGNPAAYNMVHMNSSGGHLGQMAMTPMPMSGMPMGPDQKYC
IMP-1 inhibitor: inhibitors of Pseudomonas aeruginosa IMP-1 metallo-beta-lactamase. purified IMP-1, nitrocefin hydrolysis, epi-absorbance fluorescence. inhibition, % at 5.6 µM. 0.45% of 290,000 active. AID 1556;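 active = inhibition above the mean plus 3 SD of all compounds in the same screening run, cut at about 4.5% in these data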;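 note: 0% = IMP-1 with DMSO and 100% = DMSO wells lacking enzyme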
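assay system = purified recombinant IMP-1 metallo-beta-lactamase enzyme | schedule = 15 min preincubation plus 25 min reaction at 25 °C | signal = Epi-absorbance fluorescence, 480 nm excitation, 530 nm emission | read-out basis = percent inhibition from optical density relative to buffer-blank wells | controls = IMP-1 with DMSO as 0%, enzyme-free DMSO as 100%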
VIM-2 inhibitor: blocks Pseudomonas aeruginosa VIM-2 metallo-beta-lactamase; inhibition, % at 5.6 µM; AID 1527; purified VIM-2, nitrocefin hydrolysis, epi-absorbance fluorescence; 0.89% of 290,000 active;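 active = inhibition above the mean of all tested compounds plus 3 SD, cutoff set per screening run, cut at about 7.5% in these data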;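 note: red hydrolysis product quenches plate fluorescence so inhibitors raise well fluorescence; 0% = enzyme with DMSO and 100% = DMSO without enzyme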
Active calls of the source: *; . = no result given. Rows are unselected. Share with any hit: about 5.3%.

SMILES	PHOSPHO1 block	NALP1 inh	GPR7 antagonist	IDE cell activ	M18AAP inhibitor	IDE cell inh	pCIP destab	IMP-1 inhibitor	VIM-2 inhibitor
CC1(C)OC(=O)N(CCC(=O)Nc2cccc(F)c2)C1(C)O (configuration not stated)	-0.7	-4.1	-10.7	2.5	-2.4	10.1	1.6	-1.0	-1.1
CC(C)C(=O)N1CCN(c2ccccc2NC(=S)NC(=O)c2ccco2)CC1	35.2	13.5	-14.2	2.0	16.1	-3.9	-7.1	-0.1	-2.7
COc1ccc(F)c(CN2CCN(CCc3ccccc3)C(CCO)C2)c1 (configuration not stated)	8.5	17.5	-11.8	2.7	-3.7	-1.7	-4.5	-3.5	1.4
c1ccc(NCc2ccncc2)cc1	40.1	-1.6	-4.6	4.0	3.7	-0.5	-2.6	-2.6	-2.7
Cn1c(=O)c(=O)n(C)c2cc(S(=O)(=O)N3CCC(Cc4ccccc4)CC3)ccc21	13.4	-19.1	6.5	-3.7	-0.7	-1.3	-11.7	-3.2	-2.8
COc1ccc(CCN2C(=O)C(Oc3ccccc3C)C2c2ccc3c(c2)OCO3)cc1 (configuration not stated)	-21.6	18.9	1.3	2.5	-1.3	1.0	-11.8	-3.5	-2.6
Cc1ccc(OCCOc2ccc(Cl)cc2Cl)c([N+](=O)[O-])n1	-9.7	18.6	-0.4	-1.9	5.9	0.4	-0.5	-4.0	-3.6
COc1ccc(Cn2c(C)nc3ccc([N+](=O)[O-])cc3c2=O)cc1	.	11.5	20.8	-3.5	-2.2	3.0	0.6	-3.0	-2.1
COc1ccc2nc3oc(C(=O)NCc4cccs4)cc3cc2c1	-21.7	-3.0	8.3	4.0	-13.2	0.4	6.2	-1.2	-2.5
C=CCn1c(=O)c(C(=O)Nc2cc(C)ccn2)c(O)c2ccccc21	-0.6	19.7	22.1	-4.7	11.5	4.0	13.9	-0.6	1.2
O=C(c1ccc2[nH]c(=O)c(=O)[nH]c2c1)N1CCN(c2ccccc2)CC1	16.9	18.9	-8.1	5.6	-4.0	-18.8	-0.5	0.0	-2.4
CCc1cccc(NC(=O)c2ccc(CNc3c(N4CCCC4)c(=O)c3=O)cc2)c1	27.3	.	-7.2	-19.1	-11.3	3.6	-9.9	-1.1	-0.6
Cc1ccc(C)c(NC(=S)NNC(=O)c2csc(C)c2C)c1	-12.1	-3.0	-8.4	-2.3	-7.5	-4.2	-10.9	-2.3	-3.9
COc1cccc(C(c2nnnn2Cc2ccc(F)cc2)N2CCC(C(N)=O)CC2)c1OC (configuration not stated)	-13.2	9.9	0.5	4.9	-11.2	4.4	-11.6	-1.3	0.8
CCn1c2ccccc2c2cc(C3N=C(N)Nc4nc5ccccc5n43)ccc21 (configuration not stated)	3.6	-6.5	10.5	5.6	-2.8	4.5	-5.7	-3.6	-1.6
Cc1ccc(-n2nc3c(n2)/C(=N/O)CC/C3=N\O)cc1	9.2	4.8	-12.8	4.0	5.5	4.3	-0.9	-2.9	-2.0
CCn1c(=O)c(CCC(=O)N2CCN(c3ccccn3)CC2)c(C)c2c(C)nn(-c3cccc(C)c3)c21	23.5	30.2	-18.6	4.4	-8.2	4.0	-1.3	-0.4	4.5
COc1ccc(-c2csc3nc[nH]c(=O)c23)cc1OC	35.1	8.1	-15.5	2.2	-2.8	-5.6	-16.6	-2.0	0.9
COc1ccc(N2CCN(C(=O)c3ccc(CNS(=O)(=O)c4cc(C)ccc4C)cc3)CC2)cc1	41.8	9.1	-5.6	2.1	-2.4	.	-19.7	-3.3	-1.5
Cc1nn(C)cc1NC(=O)c1nn(C)cc1[N+](=O)[O-]	21.2	21.0	-10.2	5.4	2.1	2.2	0.9	-2.8	-3.4

Some of the entries above in another layout.
molecule | PHOSPHO1 block | NALP1 inh | GPR7 antagonist | IDE cell activ | M18AAP inhibitor | IDE cell inh | pCIP destab | IMP-1 inhibitor | VIM-2 inhibitor
c1ccc(NCc2ccncc2)cc1 | 40.1 | -1.6 | -4.6 | 4.0 | 3.7 | -0.5 | -2.6 | -2.6 | -2.7
Cn1c(=O)c(=O)n(C)c2cc(S(=O)(=O)N3CCC(Cc4ccccc4)CC3)ccc21 | 13.4 | -19.1 | 6.5 | -3.7 | -0.7 | -1.3 | -11.7 | -3.2 | -2.8
COc1ccc(CCN2C(=O)C(Oc3ccccc3C)C2c2ccc3c(c2)OCO3)cc1 (configuration not stated) | -21.6 | 18.9 | 1.3 | 2.5 | -1.3 | 1.0 | -11.8 | -3.5 | -2.6

(next part)
SMILES	PHOSPHO1 block	NALP1 inh	GPR7 antagonist	IDE cell activ	M18AAP inhibitor	IDE cell inh	pCIP destab	IMP-1 inhibitor	VIM-2 inhibitor
COCCNC(=S)N1CCc2cc(OC)c(OC)cc2C1c1cccs1 (configuration not stated)	-0.6	24.0*	-0.5	6.2	4.3	1.6	5.0	-1.8	-2.8
Cc1cccc2cc(C(c3nnnn3Cc3ccccc3)N3CCN(c4ccccc4)CC3)c(=O)[nH]c12 (configuration not stated)	-33.7	20.2	-23.0	1.7	9.1	6.2	0.5	-1.4	-1.9
COCC(=O)Nc1nc2n(n1)C(c1ccccc1)CC(c1ccc(OC)cc1)N2 (configuration not stated)	3.9	23.0	-10.7	3.5	-7.8	0.0	3.4	-1.9	0.8
Cc1ccc(C(=O)N/N=c2\oc3ccccc3cc2C(N)=O)cc1	27.3	25.0	-0.7	1.9	6.5	-1.0	-2.2	-1.9	1.5
O=[N+]([O-])c1ccc(SCc2ccncc2)nc1	.	9.3	-2.6	2.0	-12.3	1.3	-1.8	-1.2	0.0
O=C(COc1ccc(-n2ccnc2)cc1)Nc1cccc(F)c1	-5.3	7.3	-5.1	4.0	-12.7	-0.7	-17.6	-3.9	1.3
CCc1ccc(NC(=O)CS(=O)CC(=O)NCC2OCCc3ccccc32)cc1 (configuration not stated)	42.4	-5.3	1.1	-1.0	8.4	-4.1	3.6	0.7	2.3
CN(Cc1nc(-c2ccc3c(c2)OCO3)no1)CC1(N2CCOCC2)CCCCC1	43.6	5.0	-0.1	4.7	6.6	-3.6	-14.3	-3.6	-3.6
O=C(COC(=O)c1c2ccccc2cc2ccccc12)NCC(F)(F)F	-11.3	24.8	-1.1	-0.1	0.0	2.8	1.5	1.1	-5.3
COC(=O)c1ccc(Cn2cnc3c(sc4nc(N5CCOCC5)c5c(c43)CCCC5)c2=O)o1	6.3	-14.1	-7.7	-4.3	-0.4	-0.7	7.2	-3.4	-1.2
CC(C)CNC(=O)COC(=O)C1c2ccccc2Oc2ccccc21	32.6	16.2	15.2	3.4	-2.4	1.6	5.2	-0.7	3.3
COc1ccccc1-n1c(C)cc(/C=C2\C(=N)N3N=C(CC(=O)N4CCOCC4)SC3=NC2=O)c1C	1.8	1.8	0.7	4.9	3.0	2.4	-2.8	-2.6	-7.1
CC(C)NC(=O)NC(=O)CN1C(=O)NC2(CCc3ccccc3C2)C1=O (configuration not stated)	28.6	4.2	-13.7	4.7	3.0	2.2	-2.7	-2.4	-2.1
Cc1ccc(C(=O)NNC(=O)c2cccs2)cc1	-25.8	5.6	-2.3	2.2	-4.4	1.4	4.4	-0.1	1.0
CC(=O)c1cccc(NC(=O)CC(C)n2ccnc2)c1 (configuration not stated)	43.7	-7.8	-12.4	1.5	0.1	0.5	0.0	-2.5	-1.7
COCCNC(=O)CN1C(=O)NC2(CCOc3ccccc32)C1=O (configuration not stated)	15.0	20.6	-14.5	-1.1	-3.7	4.3	-9.1	-3.9	-2.9
Cc1cc(C(=O)CSc2nnnn2-c2ccc(Cl)cc2)c(C)n1CC1CCCO1 (configuration not stated)	-3.4	35.6	-15.2	-1.5	-4.9	0.5	-11.7	-4.0	-4.6
COCCn1cnnc1SCC(=O)Nc1sccc1C(N)=O	27.8	13.6	-2.7	7.6	1.0	-2.6	-4.5	-3.2	-0.5
COc1ccc(N2CCN(C(=O)c3ccc(CS(=O)c4cccc(C)c4)o3)CC2)cc1 (configuration not stated)	26.1	-11.7	8.8	-7.5	-0.8	3.8	-2.0	-1.9	-6.4
Cn1nc(-c2ccc(C(=O)N3CCN(CCO)CC3)cc2)c2ccccc2c1=O	21.6	19.6	-3.7	4.5	3.0	5.4	-8.8	-3.9	64.9*
CN1CCN(C(c2cccc(Cl)c2)c2ccccc2Cl)CC1 (configuration not stated)	-7.5	23.8	13.3	-2.0	5.1	-4.4	-17.3	-3.2	-2.1
Cc1ccc(NC(=O)CSc2nnc(C3COc4ccccc4O3)o2)c(Cl)c1 (configuration not stated)	-19.1	6.1	4.2	5.5	-12.8	-1.5	-11.0	-1.3	2.3
CCOCc1nc(N)[nH]c(=O)c1Cc1ccc(OC(C)C)cc1	19.1	7.7	2.3	4.4	0.9	10.2	-7.8	-3.5	-2.5
CCOc1cc(S(=O)(=O)NCc2ccccc2)ccc1Br	5.8	5.5	-10.8	2.8	-2.0	-0.5	-1.2	-2.3	-1.3
Cc1ccc(Cn2nc(C)c(NC(=O)CCCn3nc([N+](=O)[O-])c(Cl)c3C)c2C)cc1	-7.9	39.5	-8.3	5.7	4.8	-2.4	-5.0	-1.9	-3.2
CCOC(=O)c1ccc(N2CCOCC2)c(NC(=O)c2c(-c3ccccc3)noc2C)c1	20.3	13.0	-8.4	.	-0.7	-4.9	-1.6	-2.2	-3.0
O=C(O)C1CC=CCC1C(=O)NCCc1cccc(Cl)c1 (configuration not stated)	5.0	27.3	3.4	-2.9	-10.1	-4.9	-4.2	-2.4	-1.0
Cc1ccc(NC(=O)CC2NCCN(Cc3ccccc3)C2=O)cc1 (configuration not stated)	-23.4	4.0	-18.8	.	1.9	1.6	-5.0	-3.5	-4.6
O=C(CC1NCCc2ccccc21)Nc1ccc(Oc2ccccc2)cc1 (configuration not stated)	36.7	-11.2	20.6*	-0.6	0.8	2.8	-10.1	-0.8	-1.1
CCN(CC)S(=O)(=O)c1ccc(-c2csc(C)n2)s1	20.3	-5.2	-10.4	0.6	1.5	7.7	2.0	-0.3	0.0
CC(=O)Nc1ccc(SC[C@H](CC(C)C)N2CCN(CCc3ccccc3)CCC2=O)cc1	39.7	14.2	.	-0.8	.	1.0	-6.6	.	.
O=C(O)c1ccc(Nc2nc(-c3ccccc3)cs2)cc1	-10.1	0.9	-8.6	-5.2	8.5	-1.1	-0.3	-2.3	-3.5
CCCC(=O)NCCCCNC(=O)CCC	14.4	-2.7	4.7	4.0	0.0	-0.7	1.6	-3.0	0.1
O=C(Cn1ncc2c([nH]c3ccccc32)c1=O)Nc1ccc(CN2CCCCC2)cc1	32.4	7.4	-7.8	1.9	3.4	-9.8	1.1	-1.8	-1.0
Cc1ccc(NC(=O)c2ncn[nH]2)cc1	5.8	2.2	-6.8	2.6	5.0	-2.9	-3.7	-4.2	-7.5
Cc1ccccc1C(=O)Nc1cc(NC(=O)c2ccccc2C)cc(C(=O)O)c1	.	.	-2.3	2.9	-2.1	1.3	-1.1	-2.9	-2.4
Cc1cc(NC(=O)c2cncc(Br)c2)no1	31.8	-3.4	-6.2	5.0	5.9	0.7	-2.4	-1.9	-0.5
C=CCSc1nc2ccccc2n1S(=O)(=O)c1ccc(Cl)cc1	.	.	-11.9	4.8	-2.4	4.9	.	-3.4	-0.6
CC(C)OC(=O)CC1=NC(=O)CS1	15.2	19.1	-8.6	-4.0	-2.9	6.7	3.0	-0.1	-1.8
